CatB mix inh = inhibitors of human cathepsin B in compound mixtures; hit rate 0.06% among 62,000; inhibition, %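 (ten-compound pools at 5 µM per compound and 50 µM total)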; P07858; Purified cathepsin B, AMC dipeptide fluorescence; in the data active means inhibition above about 22%, passing the limit was not always enough; inconclusive means no clear call, values can overlap the other calls;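 further: 0% = enzyme without compound and 100% = no enzyme blank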
C1s inh = human complement C1s inhibition; mean inhibition % of two 10-compound mixtures (active compounds read high), % at 5 µM (by protocol); purified C1s, fluorogenic AMC substrate, pooled mixtures; AID 538; hit rate 0.16% among 62,000;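 active means inhibition above 20% in each of the two 10-compound mixture wells holding the compound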;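 further: 0% = enzyme wells lacking compound mixture and 100% = no-enzyme blank wells; some compounds called inactive have numbers as strong as hits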
FXIIa mix inh = factor XIIa (human) inhibition, mixture screen; AID 684; hit rate 0.2% among 62,000; purified FXIIa, fluorogenic substrate, pooled mixtures; P00748; inhibition, % at 5 µM;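 further: 0% = enzyme without compound and 100% = no enzyme blank; some results filed as inactive read as strong as hits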
Target sequence (P00748 20-372 limits assumed): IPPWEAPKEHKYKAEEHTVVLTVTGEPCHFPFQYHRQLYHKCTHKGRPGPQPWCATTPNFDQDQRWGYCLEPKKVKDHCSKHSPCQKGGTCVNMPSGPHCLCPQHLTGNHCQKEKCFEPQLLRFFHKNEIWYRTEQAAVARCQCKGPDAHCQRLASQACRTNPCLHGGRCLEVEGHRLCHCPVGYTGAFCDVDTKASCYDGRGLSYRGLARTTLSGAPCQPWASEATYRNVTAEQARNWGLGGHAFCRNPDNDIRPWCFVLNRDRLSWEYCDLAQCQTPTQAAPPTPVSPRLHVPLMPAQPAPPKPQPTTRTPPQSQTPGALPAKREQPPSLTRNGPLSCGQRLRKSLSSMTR
Target sequence (P00748 373-615 limits assumed): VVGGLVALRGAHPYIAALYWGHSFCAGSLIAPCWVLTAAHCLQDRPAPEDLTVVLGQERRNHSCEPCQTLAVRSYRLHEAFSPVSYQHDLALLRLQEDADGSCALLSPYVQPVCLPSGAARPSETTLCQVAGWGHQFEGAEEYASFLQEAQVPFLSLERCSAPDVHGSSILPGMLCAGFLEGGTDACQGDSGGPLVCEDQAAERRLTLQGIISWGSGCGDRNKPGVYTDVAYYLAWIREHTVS
CatL inh = inhibitors of human cathepsin L | P07711 | AID 460 | purified cathepsin L, fluorogenic substrate, fluorescence | hit rate 0.17% among 58,000 | inhibition, %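 (tested at 10 µM)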; in the data active means inhibition above about 45%;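 further: 0% = enzyme with no compound and 100% = no enzyme blank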
CatS block = blocks human cathepsin S protease activity. P25774. recombinant cathepsin S, AMC dipeptide fluorescence, pooled mixtures. inhibition, %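 (tested at 5 µM per compound within 10-compound mixtures)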. hit rate 0.06% among 62,000. AID 501; in the data active means inhibition above about 32%, passing the limit was not always enough; inconclusive means no clear call, values can overlap the other calls;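 further: 0% = enzyme without compound and 100% = blank without enzyme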
Target sequence (P25774 115-331 limits assumed): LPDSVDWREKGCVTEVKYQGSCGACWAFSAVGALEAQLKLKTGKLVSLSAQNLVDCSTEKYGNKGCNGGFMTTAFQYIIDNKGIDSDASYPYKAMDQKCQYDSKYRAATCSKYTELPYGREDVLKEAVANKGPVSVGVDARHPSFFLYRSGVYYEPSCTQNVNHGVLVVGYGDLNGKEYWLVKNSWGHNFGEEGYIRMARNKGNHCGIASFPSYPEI
CatG inh = cathepsin G (human) inhibition. P08311. purified enzyme, AMC-tetrapeptide fluorescence, pooled mixtures. inhibition, % at 5 µM (by protocol). AID 581. hit rate 0.2% among 62,000;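 active means inhibition above 20% in each of the two mixture wells holding the compound; inactive means inhibition of 20% or less in either well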;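 further: 0% = enzyme control without mixture and 100% = blank lacking enzyme; strong numbers were not always called active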
CatB block = blocks human cathepsin B protease activity; P07858; purified cathepsin B, fluorogenic substrate, fluorescence; inhibition, %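 (tested at 10 µM)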; hit rate 0.1% among 63,000; AID 453; in the data active means inhibition above about 21%;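 further: 0% = enzyme with no compound and 100% = no enzyme blank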
Abs 340nm = compounds absorbing at 340 nm; 65,000 tested, under 10 active; AID 708; fold change at 10 µM; compound absorbance at 340 nm, fold over control;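 active means at 10 µM dose, initial 340 nm absorbance at least 2 fold that of control wells; inactive means change under 2 fold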;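 further: initial absorbance extrapolated from kinetic A340 decline of NADH oxidation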
FXIa inh mix = inhibitors of human coagulation factor XIa, pooled mixtures; inhibition, % at 5 µM; purified FXIa, fluorogenic substrate; hit rate 0.19% among 62,000;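 further: each value is inhibition by a whole ten-compound pool holding the compound; 0% = enzyme with no mixture and 100% = wells lacking enzyme; strong numbers were not always called active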
An asterisk follows results filed as active; ? = inconclusive; / = not tested or not shown. Unless noted, no stated cut-off is given here; in the data, active means inhibition above about 20% (passing the limit was not always enough); inactive means the rest. This is a subset. The share of hits here may be higher or lower than overall.

FXIa inh mix	CatB block	CatS block	C1s inh	FXIIa mix inh	CatG inh	canonical_smiles	Abs 340nm	CatL inh	CatB mix inh
8	6	-14	17	4	14	COc1cc(OC)cc(OCC(O)Cn2cnc(-c3ccccc3)c2)c1 (stereo not given)	0.99	-5	8
3	1	5	-2	5	-4	O=C(NCCCN1CCN(c2ccccc2F)CC1)C1CCN(S(=O)(=O)c2cccs2)CC1	0.98	11	-5
3	3	7	5	29	1	CCOC(=O)c1cnn2c(N)c(C#N)nnc12	1	13	4
11	0	-2	7	-13	4	O=C(NCc1ccc2c(c1)OCO2)c1nnc(Cc2ccc(F)cc2)o1	1	/	-1
-3	1	-1	-2	6	9	CCCCCn1c(SCC#N)nc2cc(C(=O)NCC3CCCO3)ccc2c1=O (stereo not given)	1.1	6	2
3	5	1	9	-6	10	O=C(CSc1ccc2nnc(-c3ccncc3)n2n1)NCc1ccco1	1	8	1
-6	2	3	6	8	6	CCSc1nc2c(cnn2-c2ccc(C)cc2)c(=O)[nH]1	1.1	4	3
-5	-4	-5	-58	1	-13	O=C1NCC2=C1C(c1ccc(Br)cc1)Nc1ccccc1N2 (stereo not given)	1	-3	-5
0	1	16	-17	16	-5	CS(=O)(=O)N(Cc1ccco1)Cc1ccccc1Cl	1.1	23	5
4	/	5	12	-4	8	O=C1CCCc2sc3c(c2N1)CCCCC3	1	2	3
16	2	6	-5	4	-1	CC(C)NC(=O)c1ccc(-c2ccccc2C(F)(F)F)o1	1	9	1
-2	-2	8	11	2	9	CCCC(c1nnnn1CCc1ccccc1)N1CCN(C2CCCC2)CC1 (stereo not given)	0.98	13	6
5	9	18	-12	16	-12	O=C(CN1CCC(C(=O)c2ccc3c(c2)OCCO3)CC1)NC1CCCC1	0.98	/	7
3	1	-5	-1	9	7	CC(=O)c1cccc(-n2nnnc2SCC(=O)N2CCCC2)c1	0.99	0	-9
7	-1	15	40	4	11	COc1ccccc1C(=O)N1CCCC(c2nc(-c3cc(OC)c(OC)c(OC)c3)no2)C1 (stereo not given)	0.99	5	8
11	3	6	-4	6	1	Cc1cc2nc(SCC(=O)Nc3nonc3C)c3c(c2cc1C)CCCC3	1	0	-2
8	-4	1	8	4	3	Cc1sc2c(c1C)C(=O)NC(c1cccc(O)c1)N2 (stereo not given)	1.1	0	11
8	8	-2	22*	20	14	CCOc1cc2[nH]c(=S)n(CC3CCCO3)c(=O)c2cc1OCC (stereo not given)	1	-2	7
0	2	4	12	0	11	CCCC(=O)Nc1cc(OC)c(OC)cc1C(=O)O	1.1	2	4
5	-1	-6	-3	-17	-5	COc1cc(C2C3=C(CC(C)(C)CC3=O)N(C)C(=O)N2C)cc(OC)c1OC (stereo not given)	1	/	-2
11	1	3	23*	11	10	CC1(C)COCN1S(=O)(=O)c1ccc(C(=O)Nc2nnc(-c3ccc(Cl)s3)o2)cc1	1.1	8	4
2	1	-3	-15	1	-1	O=C1Nc2ccc(S(=O)(=O)N3CCOCC3)c3cccc1c23	1.1	/	0
3	2	-6	27	11	-6	CC(=O)N1CCc2cc(NC(=O)c3ccc(C)cc3)ccc21	1	3	2
3	-4	18	0	14	4	Cc1ccccc1N1C(=O)C(Cl)=C(N2CCCCCC2)C1=O	1	15	8
2	-2	1	-7	-1	-3	CCc1nc(N)c(C#N)c(-c2ccc(O)c(OC)c2)c1C	1	0	2
-1	2	?	-7	-18	-5	Cc1nc(SCC(=O)c2ccccc2)n[nH]1	1	13	7
9	0	-2	1	-2	-5	Brc1cc(Br)c2ncnc(N3CCCCC3)c2c1	1.1	/	-3
11	1	-8	3	12	14	CC(C)(C)SCCNC(=O)CN1C(=O)c2ccccc2S1(=O)=O	0.98	6	19
2	6	1	2	6	8	CS(=O)(=O)N1CCN(c2ccccc2NC(=O)Cc2ccc(Cl)cc2)CC1	1.1	7	0
4	2	-1	15	5	11	CN(C)c1ccc(-c2nn3c(-c4ccncc4)nnc3s2)cc1	1.1	2	8
-2	6	-2	13	2	11	CC1CCN(c2ncccc2C(=O)O)CC1	1	5	5
1	6	13	8	10	11	COc1ccc(Cc2nnc(SCc3c(C)noc3C)n2C2CCCCC2)cc1OC	1	24	7
2	1	-5	-22	5	-9	CC(C)c1ccc(NC(=O)C(c2ccccc2)N2CCOCC2)cc1 (stereo not given)	1.1	9	0
4	0	-4	-8	5	5	S=c1nc(-c2ccccc2)n(Cc2ccco2)c2c1CCCC2	1.2	/	-2
4	-4	7	9	-18	12	CC1=C(C#N)C(c2ccoc2)C(C(=O)OCc2ccccc2)=C(N)S1 (stereo not given)	1	-6	6
-1	3	-14	-15	6	6	C1=C(CCNc2ncnc3c2cnn3-c2ccccc2)CCCC1	0.99	7	-2
-1	1	8	15	4	11	CCOC(=O)c1c(P(=O)(N2CCOCC2)N2CCOCC2)noc1N	0.98	19	5
6	1	-14	13	5	9	O=C(COC(=O)CCCc1c[nH]c2ccccc12)Nc1ccc2c(c1)OCO2	1	-10	2
4	4	1	-1	9	-3	O=C(Nc1cccc2ncccc12)c1cccnc1	1	1	2
1	1	0	-23	5	-7	c1ccc2c(c1)oc1c(Nc3ccc(CN4CCOCC4)cc3)ncnc12	1.1	-2	2
-4	5	11	-18	11	1	CCCCN(C)S(=O)(=O)c1ccc(C(=O)Nc2nnc(CSC)o2)cc1	0.99	12	-2
5	6	13	-7	11	-8	O=C(Nc1cccc(Br)c1)c1ccn[nH]1	1	9	1
10	5	16	-21	3	25	O=C(CSc1nc(-c2ccccc2)cc(=O)[nH]1)N1CCc2ccccc21	1.1	/	-3
9	-2	-3	13	3	10	COc1cc(C)c(C(C)C)cc1S(=O)(=O)n1cnc(C)c1	1	/	8
6	3	14	-6	-30	0	COc1ccc(CCNC(=O)CN(c2ccc(OC)c(OC)c2)S(C)(=O)=O)cc1OC	1	-2	2
5	5	8	11	-6	10	CC(COc1ccccc1)N(CCCl)Cc1ccccc1 (stereo not given)	0.99	13	3
-6	1	7	-23	8	5	COc1ccc(OC)c(C(=O)Cn2nnc3ccccc3c2=O)c1	1	24	-9
5	-4	2	2	-1	1	Cc1ccc(C(=O)NCC(=O)OCC(=O)c2c(N)n(C)c(=O)n(C)c2=O)s1	1	2	8
2	1	5	17	16	11	Cc1ccc(S(=O)(=O)CC(=O)N2CCCC2)cc1	1	12	4
1	-3	29	-7	8	1	O=C(CSc1nc2ccc(Cl)cc2[nH]1)NCc1ccco1	0.98	-3	40
8	-1	-2	2	6	2	O=C(NCC(=O)N(CCN1CCOCC1)C(C(=O)NC1CCCC1)c1cccnc1)c1cccs1 (stereo not given)	1	1	-1
-1	1	1	-6	-5	-1	O=C(CSc1nnc(SCc2ccc(Cl)cc2)s1)N1CCOCC1	1	22	0
1	-2	-2	-1	-2	-3	CC(=O)NCCc1ccc(S(=O)(=O)N2CCOCC2)cc1	1	2	0
-1	4	4	4	0	8	CCN(CC)Cc1cc2ccccc2c2c1COC2	0.99	-1	-3
8	0	2	10	-8	9	O=C(c1cc2ccccc2oc1=O)N(Cc1ccco1)Cc1cccs1	1	5	5
6	-6	8	0	-14	0	CC1CCc2nc3ccc(S(=O)(=O)N4CCC(C(=O)NC5CCCC5)CC4)cc3c(C(=O)O)c2C1 (stereo not given)	1.1	15	3
-6	2	-5	-34	4	5	CCOC(=O)c1cccc(NC(=O)CCc2nc(-c3ccccc3F)no2)c1	0.99	26	0
7	8	-3	9	3	8	Cc1[nH]n(CCC#N)c(=O)c1CC(=O)N1CCN(c2ccccc2)CC1	1	6	5
1	2	0	9	4	14	COc1ccc(-c2cc(C(=O)NCCc3ccccc3)no2)cc1OC	0.99	-1	-7
6	-6	-2	2	1	1	COc1cc(CNC2CCC(C)C2)cc(OC)c1 (stereo not given)	1.1	0	-3

Whole records, quoted from the list.
`O=C(Nc1cccc(Br)c1)c1ccn[nH]1` in the list: FXIa inh mix: 5; CatB block: 6; CatS block: 13; C1s inh: -7; FXIIa mix inh: 11; CatG inh: -8; Abs 340nm: 1; CatL inh: 9; CatB mix inh: 1
`COc1cc(C)c(C(C)C)cc1S(=O)(=O)n1cnc(C)c1` in the list: FXIa inh mix: 9; CatB block: -2; CatS block: -3; C1s inh: 13; FXIIa mix inh: 3; CatG inh: 10; Abs 340nm: 1; CatL inh: /; CatB mix inh: 8

New compounds follow:
FXIa inh mix	CatB block	CatS block	C1s inh	FXIIa mix inh	CatG inh	canonical_smiles	Abs 340nm	CatL inh	CatB mix inh
3	1	-2	-4	-15	10	COC(=O)c1cc(OC)c(OCc2cc(C(=O)OC)oc2C)c(OC)c1	0.99	10	7
5	7	14	-5	11	-1	c1ccc(-c2nnc3sc(-c4csc5c4CCCC5)nn23)cc1	1	14	5
1	5	-4	-24	7	2	Cn1c(=O)c2c(nc(NCCCN3CCOCC3)n2Cc2ccc(Cl)cc2)n(C)c1=O	1	11	2
-5	7	20	-25	-20	-10	O=C(CSc1cccc(C(F)(F)F)c1)NC(=O)NCc1ccco1	0.96	17	4
3	-1	-1	4	6	-1	O=C(CN1CCOCC1)NCc1ccccc1	0.99	-6	2
2	3	16	6	-1	2	O=S(=O)(c1ccc(OCC(O)CN2CCC(Cc3ccccc3)CC2)cc1)N1CCOCC1 (stereo not given)	1	7	4
-14	7	-8	-68	4	-14	c1ccc(CNC2=NCCC2)nc1	1	0	-4
2	1	13	3	5	2	Cn1c(=O)c2c(SCC(=O)N3CCN(c4ccccc4)CC3)nc(C3CC3)nc2n(C)c1=O	0.98	17	0
10	4	-1	4	8	-2	C=CCN(CC=C)S(=O)(=O)c1ccc2nc(NC(=O)C(C)C)sc2c1	1	8	7
4	-1	5	1	17	-2	Cc1ccc(C2=[N+]([O-])C3(CCCCC/C3=N\O)N(O)C2(C)C)o1 (stereo not given)	1.1	3	-3
3	-1	0	-15	3	9	Cn1nnnc1SCC(=O)NC(C)(C)C	1	1	3

Bioassay records deposited in PubChem by several laboratories.
